Source: PubChem (National Center for Advancing Translational Sciences (NCATS))
Glioma ERSR ind: induces the endoplasmic reticulum stress response in human glioma cells; Potency, µM, inactives show at the top dose activation, hits mostly activators; actives 0.02% (n = 420,000); U87-MG GRP78 promoter luciferase reporter, 16 h; AID 602332; further: potency means the concentration at half of the fitted maximal effect; series mostly up to about 76 µM; % of control where 0% means no effect; nearly all actives have a fitted effect of over 35% in size
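ERSR induction read as luciferase luminescence (Bright-Glo, 10 min at room temperature) in stably transfected human U87-MG glioma cells exposed to compounds for 16 h, using GRP78 as sensor.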
LDHA block: LDHA (human) enzyme inhibition; purified LDHA, NADH/diaphorase-resazurin fluorescence; stronger effect = lower value; activity change, % (values are at about 110 or 230 µM); actives 0.15% (n = 480,000); AID 1347041; in the data active means activity change below about -30%; inconclusive means mostly about -25% to -30%;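 further: plate controls were DMSO wells for no effect and wells without enzyme for full effect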
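Enzyme activity of human lactate dehydrogenase 5 (2 nM; 0.06 mM NADH, 0.2 mM pyruvate, 5 min, RT) is measured via a resazurin/diaphorase fluorescence readout of residual NADH.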
Pol iota inh: inhibitors of human DNA polymerase iota | actives 1% (n = 390,000) | Potency, µM (doses to about 115 µM), for inactives: top-dose activity, negative = inhibition, hits mostly inhibitors | Pol iota fluorescent replication assay, 10 min | Q9UNA4; further: potency means the concentration at half of the fitted maximal effect
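Pol iota at 10 nM preincubated 15 min with compounds at room temperature; reaction started with fluorescent substrate, 50 nM final. Fluorescence read kinetically at 0 and 10 min; buffer-only wells as negative control.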
Anesthetic bind: binds horse apoferritin like a general anesthetic; P02791; apoferritin/1-aminoanthracene competitive binding, fluorescence; Potency, µM (series often up to 77.5 µM), for inactives: top-dose activity change, negative = displacement, actives largely listed as inhibitors; actives 0.074% (n = 350,000); further: potency means the concentration at half of the fitted maximal effect; on the % scale 0 is the no-effect control and ±100 the full control effect; nearly all actives have a fitted effect of over 20% in size
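Concentration-response curves derived by four-parameter Hill fitting of normalized fluorescence, where compounds displaced 1-AMA from 10 uM horse apoferritin following a brief 10 min room-temperature incubation; propofol titration acted as positive control.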
BLM helicase inh: Bloom syndrome helicase (human) inhibition. AID 2528. P54132. actives 0.2% (n = 350,000). Potency, µM (top dose mostly 56.1 µM), for the others: top-dose activity change, negative = inhibition, actives largely listed as inhibitors. recombinant BLM DNA unwinding, fluorescence dequenching;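 further: potency means the concentration at half of the fitted maximal effect; plate controls were vehicle for no effect and no enzyme for full effect; nearly all actives have a fitted effect of over 35% in size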
APEX1 inh: blocks human APE1 abasic DNA cleavage. Potency, µM (highest dose often 65.8 µM), for inactives: at the highest dose activity change, negative = inhibition, hits mostly inhibitors. P27695. recombinant APE1, TAMRA/BHQ-2 abasic DNA cleavage fluorescence. actives 0.35% (n = 350,000);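 further: potency means the concentration at half of the fitted maximal effect; plate controls were vehicle for no effect and reference inhibitor for full effect; nearly all actives have a fitted effect of over 55% in size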
Target sequence (P27695 whole entry, looked up): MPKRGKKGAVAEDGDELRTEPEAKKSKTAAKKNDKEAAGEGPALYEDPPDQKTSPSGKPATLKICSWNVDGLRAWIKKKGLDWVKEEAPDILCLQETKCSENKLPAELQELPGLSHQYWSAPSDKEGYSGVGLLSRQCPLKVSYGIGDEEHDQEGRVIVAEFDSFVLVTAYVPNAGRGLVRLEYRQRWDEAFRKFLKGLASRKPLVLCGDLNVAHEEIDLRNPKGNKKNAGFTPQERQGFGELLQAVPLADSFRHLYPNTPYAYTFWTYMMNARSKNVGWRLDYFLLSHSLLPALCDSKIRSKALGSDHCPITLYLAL
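Substrate: short duplex with […] THF abasic site, 5'-TAMRA and 3'-BHQ-2, 50 nM final. APE1 at 0.75 nM, preincubated 15 min RT with compound. Fluorescence increase from first to third read measured activity.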
Pol beta inh: inhibitors of human DNA polymerase beta; P06746; Pol beta primer extension/strand displacement, fluorescence kinetic; Potency, µM (titrated, usually from 114 µM), for the others: at the top dose activity change, negative = inhibition, hits mostly inhibitors; actives 1.3% (n = 340,000); further: potency means the concentration at half of the fitted maximal effect; on the % scale 0 is the no-effect control and ±100 the full control effect
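Curves were derived by four-parameter Hill fits of normalized qHTS data. The kinetic fluorescent primer-extension read was taken at 0 and 10 min after 50 nM substrate, following a 15 min room-temperature preincubation of 10 nM enzyme with compounds.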
Pol eta inh: DNA polymerase eta (human) inhibition; actives 1.2% (n = 390,000); Q9Y253; recombinant Pol eta, fluorescent DNA replication assay; Potency, µM (titrated, usually from 114 µM), for inactives: at the top dose activity change, negative = inhibition, actives largely listed as inhibitors; AID 588591; further: potency means the concentration at half of the fitted maximal effect; on the % scale 0 is the no-effect control and ±100 the full control effect
Target sequence (Q9Y253 whole entry, looked up): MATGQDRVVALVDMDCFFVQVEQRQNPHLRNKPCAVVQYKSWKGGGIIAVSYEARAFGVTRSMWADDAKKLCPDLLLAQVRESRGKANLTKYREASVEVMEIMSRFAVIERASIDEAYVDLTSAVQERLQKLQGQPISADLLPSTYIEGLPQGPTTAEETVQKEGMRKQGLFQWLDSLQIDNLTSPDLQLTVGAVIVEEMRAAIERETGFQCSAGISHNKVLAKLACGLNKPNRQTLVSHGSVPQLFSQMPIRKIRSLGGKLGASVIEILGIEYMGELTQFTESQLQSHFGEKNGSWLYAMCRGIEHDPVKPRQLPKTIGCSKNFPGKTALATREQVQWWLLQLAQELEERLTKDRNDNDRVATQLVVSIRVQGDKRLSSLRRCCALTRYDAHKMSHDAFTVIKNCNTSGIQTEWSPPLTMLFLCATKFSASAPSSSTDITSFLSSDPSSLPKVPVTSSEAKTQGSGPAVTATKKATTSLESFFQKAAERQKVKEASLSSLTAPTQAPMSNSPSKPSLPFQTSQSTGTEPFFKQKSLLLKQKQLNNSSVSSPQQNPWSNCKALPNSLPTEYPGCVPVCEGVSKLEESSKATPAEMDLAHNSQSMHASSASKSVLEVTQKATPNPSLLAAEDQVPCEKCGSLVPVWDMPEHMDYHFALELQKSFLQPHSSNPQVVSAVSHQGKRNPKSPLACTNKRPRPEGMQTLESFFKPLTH
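Pol eta (10 nM) was preincubated with compounds for 15 min at room temperature, after which fluorescent replication substrate (50 nM final) was added to start the reaction. Fluorescence was read kinetically at 0 and 10 min.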
POLK inh: blocks human DNA polymerase kappa activity | Q9UBT6 | purified Pol kappa, fluorescent DNA synthesis assay, 10 min | Potency, µM (doses to about 107 µM), for the others: at the highest dose activity, negative = inhibition, actives largely listed as inhibitors | actives 0.53% (n = 400,000) | AID 588579; further: potency means the concentration at half of the fitted maximal effect; on the % scale 0 is the no-effect control and ±100 the full control effect
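First, compounds were pin-transferred onto 10 nM Pol kappa. After 15 min at room temperature, substrate was added to 50 nM final. Fluorescence was then measured kinetically at 0 and 10 min.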
The depositor's hits bear a star; ? = inconclusive; · = no result given; & = joins results of further samples; [ ] = dose if it differs, or a comment. Unless noted, the call rests on the fitted dose curve; in most records, active means well fitted curve in the direction sought with a large enough effect; inconclusive means small, poorly fitted or top-dose-only effect, or another doubt; inactive means no such curve, though single readings can be large; an effect the other way counts as inactive or inconclusive. Only part of the results is shown. The share of hits here may be higher or lower than overall.

SMILES | Glioma ERSR ind | LDHA block | Pol iota inh | Anesthetic bind | BLM helicase inh | APEX1 inh | Pol beta inh | Pol eta inh | POLK inh
CCCN(CCC)CCCNC(=O)CNC(=O)c1nn(-c2ccc(OC)cc2)c(=O)c2ccccc12 | 14% | -6 | 128%[activator] | -13% | 3% | -3% | -1% | 4% | -14%
CC(C)c1ccc(NC(=O)C2C3C=CC4(O3)C2C(=O)N(CCCN2CCCCC2)C4C(=O)NC2CCCCC2)cc1 (centres undefined) | -4% | -8 | 113%[activator] | -8% | -1% | -9% | 19% | -14% | -11%
CCOC(=O)C1CCN(C(=O)c2cc(S(=O)(=O)N3CCOCC3)ccc2C)CC1 | -3% | 0 | 18% | · | · | 0% | · | -11% | 5%
CC/S(CC1CC1(Cl)Cl)=N\S(=O)(=O)c1ccc(C)cc1 (centres undefined) | -5% | 0 | 29% | -9% | -3% | 1% | -10% | -22% | -10%
CN(C(=O)Cn1c(=O)n(CCCS(=O)(=O)C2CCCCC2)c(=O)c2ccccc21)c1ccccc1 | -2% | -4 | -1% | -3% | 1% | · | 71% | 0% | 4%
CC(C)(CCC(=S)N1CCOCC1)c1ccccc1 | -2% | -7 | 44%[activator] | · | · | · | · | -3% | -1%
COc1ccc2c(O)c(-c3c(C)cc(C)cc3C)c(=O)[nH]c2c1 | -2% | -7 | -13% | · | · | · | · | -7% | 3%
O=C(NC(=S)Nc1ccc(Br)cn1)c1cncc(Br)c1 | 3% | -3 | 32%[activator] | -8% | -3% | 1% | -7% | -12% | 9%
O=c1c2sccc2n(Cc2cccc(F)c2)c(=O)n1-c1ccc(F)cc1 | 0% | -1 | 1% | 1% | -2% | 4% | -3% | -19% | -7%
COc1cc(OC)c(N(C)C(=O)c2sc3nc4n(c(=O)c3c2C)CCCCC4)cc1Cl | -2% | -3 | 11% | · | 2% | · | 21% | -12% | -9%
CCOc1ccc(NS(=O)(=O)c2ccc3[nH]cc(C(=O)N4CCCCCC4)c(=O)c3c2)cc1 | -4% | 3 | ? | ? | -1% | · | ? | -7% | -7%
O=C(c1ccco1)N(Cc1nc2ccccc2c(=O)[nH]1)C1CCCC1 | -4% | -15 | 4% | 5% | -2% | -2% | 22% | -1% | -5%
Cc1c(Cl)c(-c2n[nH]c(=S)n2-c2ccccc2)nn1C | -2% | -2 | 19% | 1% | -15% | -3% | 13% | -13% | 0%
Nc1ccc(-c2nc3ncccc3o2)c(O)c1 | 6% | -5 | -12% | 44%[activator] | -2% | -3% | ? | -9% | -13%
Cc1ccccc1CN(c1ccc(C(N)=O)cc1)S(C)(=O)=O | 1% | -6 | 6% | -9% | 1% | 2% | 15% | 3% | -12%
COc1cccc(-c2nc(SCc3cccc(Br)c3)n3[nH]c(=O)cc3n2)c1 | -4% | 4 | ? | -2% | -14% | · | 13µM* | ? | -43%
Cc1nc(-c2cccc(S(=O)(=O)N3CCOCC3)c2)cs1 | -2% | 5 | -3% | -8% | 0% | -1% | -11% | 6% | -3%
Cc1ccc(-c2nnc(-c3cccc(Br)c3)o2)cc1 | 1% | -2 | ? | 5% | -6% | -3% | 1% | -10% | 5%
COc1ccc(-c2c3c(cc(C)[n+]2[O-])oc2ccc(OC)cc23)cc1 | -3% | 2 | 25% | -12% | -4% | -3% | -22% | -3% | 1%
Cc1nc2c(C(=O)NCc3ccco3)cnn2c(C)c1Cc1ccc(F)cc1Cl | -4% | -1 | 8% | -22% | -8% | 8% | 24% | -2% | -1%

Reprinted at random: three compounds from above.
SMILES | Glioma ERSR ind | LDHA block | Pol iota inh | Anesthetic bind | BLM helicase inh | APEX1 inh | Pol beta inh | Pol eta inh | POLK inh
COc1cccc(-c2nc(SCc3cccc(Br)c3)n3[nH]c(=O)cc3n2)c1 | -4% | 4 | ? | -2% | -14% | · | 13µM* | ? | -43%
Nc1ccc(-c2nc3ncccc3o2)c(O)c1 | 6% | -5 | -12% | 44%[activator] | -2% | -3% | ? | -9% | -13%
Cc1nc(-c2cccc(S(=O)(=O)N3CCOCC3)c2)cs1 | -2% | 5 | -3% | -8% | 0% | -1% | -11% | 6% | -3%

The list continues.
SMILES | Glioma ERSR ind | LDHA block | Pol iota inh | Anesthetic bind | BLM helicase inh | APEX1 inh | Pol beta inh | Pol eta inh | POLK inh
O=C(CCS(=O)(=O)c1ccc(Cl)cc1)NCCc1c[nH]c2ccccc12 | -2% | -3 | -12% | -11% | -4% | 0% | -5% | -5% | -10%
O=C(NNc1cccc(Cl)n1)C(F)(F)F | -3% | 13 | 9% | -2% | 0% | 6% | 20% | -4% | -2%
C=CCn1c(C)cc(C(=O)CN2C(=O)c3ccccc3S2(=O)=O)c1C | -12% | 1 | -2% | · | · | 2% | · | -17% | -12%
COc1ccccc1N1CCN(C(=O)CSc2nc(-c3ccc(C(C)C)cc3)no2)CC1 | -3% | -8 | 14% | 70%[activator] | -12% | · | 6% | -19% | -7%
O=C(N/N=C/c1ccc2c(c1)OCO2)c1ccc(NC(=O)c2ccc(F)cc2)cc1 | -3% | -6 | -18% | 4% | -8% | -14% | -2% | 0% | -23%
COC(=O)NCC(c1cccnc1)N1CCN(c2ccccc2OC)CC1 (centres undefined) | -3% | 4 | 17% | -7% | -4% | -1% | 20% | -15% | -1%
Cc1nc(C(=O)NCCC(C)C)sc1C1(C)CC(c2ccccc2)=NO1 (centres undefined) | 0% | -3 | 24% | -13% | -2% | -3% | ? | -18% | 3%
O=C(CSC1=Nc2ccccc2C2=NC(Cc3c[nH]c4ccccc34)C(=O)N12)NC1CCCCC1 (centres undefined) | 1% | -4 | 21% | ? | 0% | 22% | -2% | -3% | -6%
COc1ccc(Cl)cc1S(=O)(=O)n1nnc2ccccc21 | -5% | -1 | 9% | -1% | 0% | 1% | -9% | 4% | -12%
COCCNC(=O)CCCn1c(=O)c2ccccc2n(CC(=O)NCCC2=CCCCC2)c1=O | -6% | -7 | -2% | -7% | -1% | -2% | -30% | -13% | -7%
Cc1nc(SCc2ccccc2C)n[nH]1 | 1% | -1 | 9% | -16% | -1% | 5% | 2% | -18% | -9%
COc1cccc(-n2c(=O)c3sc4ccccc4c3n(CC(=O)Nc3ccccc3C)c2=O)c1 | 3% | 4 | -5% | 0% | -6% | · | 1% | 1% | -12%
CCOc1ccc(S(=O)(=O)Nc2ccc(C(=O)NNC(=O)c3ccncc3)cc2)cc1 | -3% | -6 | 13% | · | · | 42% | · | -13% | -2%
CN(C)n1cnc2ccsc2c1=O | -1% | -5 | 81%[activator] | -2% | -4% | 6% | 3% | -2% | 1%
O=C(Cc1ccc(Cl)cc1)Nc1ccc(S(=O)(=O)Nc2ncccn2)cc1 | -3% | -6 | 6% | -9% | -5% | 45% | -15% | 4% | 3%
CN(C)/C(=N\OC(=O)c1ccccc1)c1nonc1N | 0% | -1 | 140%[activator] | -9% | -1% | 6% | -14% | 0% | -8%
O=C(CN1CCN(Cc2ccc(Cl)cc2)C1=O)NCCCN1CCOCC1 | -3% | -3 | -26% | -5% | 1% | 1% | 86% | -10% | 3%
COC(=O)C(Cc1ccccc1)NC(=S)NC(=O)c1ccccc1 (centres undefined) | 0% | 1 | 116%[activator] | -19% | -18% | -7% | 0% | -20% | -1%
COc1ccc(OC)c(/C=C/C(=O)N(C)CC(=O)Nc2ccc(N3CCOCC3)cc2)c1 | -2% | -4 | 14% | · | · | 7% | · | -5% | -4%
COc1ccc(-n2ncc3c(N4CCCCC4)ncnc32)cc1 | -12% | 3 | -3% | -2% | -1% | -1% | 1% | -15% | 18%
O=C(c1ccco1)N1CCN(C(=O)c2ccc(CS(=O)c3ccc(F)cc3)o2)CC1 (centres undefined) | -2% | -5 | 34%[activator] | 11% | -1% | -2% | 11% | 8% | -17%
COCCCNC(=O)NC(CCC(C)C)c1c(-n2cccc2)sc2c1CCN(C)C2 (centres undefined) | -3% | -1 | 23% | ? | -1% | · | -22% | -20% | -9%
CC(C)C(=O)Nc1nnc(SCC(=O)Nc2ccc3c(c2)OCO3)s1 | -4% | -2 | 20% | -7% | -2% | 6% | 12% | -18% | -8%
N#CCCN(Cc1ccccc1)C(=O)Nc1ccc(F)cc1 | -4% | -1 | 52%[activator] | 3% | 1% | 0% | 29% | -10% | -2%
O=S(=O)(Nc1cccc(-c2ccc(N3CCOCC3)nn2)c1)c1ccc(F)cc1F | 3% | 1 | -29% | -22% | 1% | · | 1% | -9% | -7%[60.1 µM]
C/C(=N\OC(=O)c1cccc(C)c1)c1sc(-c2ccccc2)nc1C | 3% | -7 | 15% | -12% | -1% | 1% | 14% | 5% | -17%
COCCNC(=S)N(CCc1c(C)[nH]c2ccc(F)cc12)Cc1cccnc1 | -3% | -2 | 3% | -7% | 0% | -6% | -1% | -2% | -2%
Cc1nc(SCC(=O)N2CCN(c3ccccc3)CC2)n[nH]1 | -5% | -7 | 120%[activator] | 24% | -9% | 49%[activator] | -14% | -2% | -2%
Cc1noc(C)c1C(=O)OCC(=O)NCCC1=CCCCC1 | -3% | -3 | 17% | -1% | -1% | -3% | 20% | -15% | -10%
CCCCc1c(C)nc(N)[nH]c1=O | -2% | 4 | 5% | -3% | 0% | -1% | 8% | -3% | 5%
O=C(NCCCCc1ccccc1)c1cc([N+](=O)[O-])cc([N+](=O)[O-])c1 | -3% | 0 | 11% | -22% | -3% | -11% | 18% | -14% | 5%
CC(C)(C)NC(=O)C1CC(=O)N(CCc2ccc(F)cc2)C1 (centres undefined) | -2% | 2 | 111%[activator] | -4% | -3% | 11% | 21% | -13% | -11%
O=c1n(CCCN2CCN(c3cccc(Cl)c3)CC2)nc2ccccn12 | -4%&-3%&-4%&-5%&-4% | -4&-2 | -22% | -3% | 2% | -4% | -8% | -14% | -12%[60.1 µM]
Cc1cc(C)c2c(NC(N)=S)n[nH]c2n1 | -4% | -1 | 131%[activator] | 1% | -16% | 3% | -12% | -16% | -4%
COc1cccc2cc(C(=O)N3CCCCC3C)c(=O)oc12 (centres undefined) | 4% | 2 | -7% | 0% | 6% | 4% | 0% | -8% | 8%
